High-throughput results: PubChem BioAssay, several laboratories
p97 ATPase inh – blocks human p97 ATPase activity | P55072 | recombinant p97 ATPase, Kinase-Glo ATP luminescence, 3 h | inhibition, % at 8 µM | 0.42% of 220,000 active; in the data active = inhibition above about 15%;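 also: 0% = DMSO vehicle and 100% = wells lacking enzyme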
PPC-1+TRAIL kill – kills PPC-1 cancer cells in the presence of TRAIL | PPC-1 cells + TRAIL, ATPLite viability luminescence | 0.41% of 220,000 active | cell killing (% activity), % at 4 µM;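 active = cell killing above 50% in the first pass at 4 µM, then a duplicate retest at 5 µM averaging 50% or more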;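 also: plate controls were cells with TRAIL plus DMSO for no effect and medium-only wells lacking cells for full effect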
Ba/F3 V617F tox – loss of viability in JAK2V617F-driven Ba/F3 cells; Ba/F3 EpoR-JAK2V617F viability, ATP luminescence; inhibition, % at 5.6 µM; 1.1% of 220,000 active; AID 1446;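 active = inhibition above the campaign mean plus 3 SD over all tested compounds, cut at about 24% in these data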;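 also: cytokine-independent growth of Ba/F3 cells driven by EpoR plus mutant JAK2; 0% = DMSO-treated cells and 100% = JAK inhibitor I control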
BaF3 tox – counter-screen for JAK2V617F inhibitors: parental Ba/F3 viability inhibitors; CellTiter-Glo ATP luminescence; inhibition, % at 5.6 µM; 1.1% of 220,000 active; AID 1486;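 active = inhibition above a per-campaign cutoff, the mean inhibition of all tested compounds plus 3 SD, cut at about 27% in these data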;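 also: 0% = DMSO wells and 100% = JAK Inhibitor I control wells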
RBBP9 inhibitor – human RBBP9 hydrolase inhibition. recombinant RBBP9, FP-Rh probe fluorescence polarization. inhibition, % at 7.94 µM. 0.2% of 220,000 active. AID 1515;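 active = inhibition above the campaign mean of all tested compounds plus 3 SD, cut at about 14% in these data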;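 also: plate controls were DMSO wells with RBBP9 for no effect and wells lacking RBBP9 protein for full effect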
Target sequence (O75884 whole entry, looked up): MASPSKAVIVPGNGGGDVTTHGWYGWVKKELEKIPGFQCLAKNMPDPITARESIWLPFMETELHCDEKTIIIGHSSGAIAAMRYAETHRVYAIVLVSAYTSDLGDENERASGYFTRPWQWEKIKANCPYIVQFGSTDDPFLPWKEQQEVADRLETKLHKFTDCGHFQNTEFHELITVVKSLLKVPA
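Controls: DMSO-treated enzyme wells and wells lacking RBBP9 | Material: RBBP9 protein | Technique: Fluorescence polarization | Replication: Single well per compound, no replicates | Buffer or medium: Tris-NaCl-Pluronic buffer, pH 8.0 | Timing: 30 min compound preincubation, 45 min probe labeling, 25 °C | Read-out basis: Percent inhibition from mP, scaled between DMSO and no-protein wells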
Furin inh – inhibitors of human furin; P09958; purified furin, fluorogenic substrate cleavage; inhibition, % at 30 µM; 0.061% of 220,000 active; AID 463115; in the data active = inhibition above about 25%; also: inactives centre near -15
PGE2 EP2 inh – inhibitors of human EP2 prostaglandin E2 receptor | 0.52% of 260,000 active | AID 1422 | C6 glioma cells expressing human EP2, cAMP TR-FRET; cells stimulated with saturating PGE2 | P43116 | inhibition, % at 25 µM;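 active = percent inhibition above 40 after rounding to a whole number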;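 also: rat C6 glioma host cells with rolipram phosphodiesterase inhibitor present; the protocol text gives 20 µM as final concentration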
Target sequence (P43116 whole entry, looked up): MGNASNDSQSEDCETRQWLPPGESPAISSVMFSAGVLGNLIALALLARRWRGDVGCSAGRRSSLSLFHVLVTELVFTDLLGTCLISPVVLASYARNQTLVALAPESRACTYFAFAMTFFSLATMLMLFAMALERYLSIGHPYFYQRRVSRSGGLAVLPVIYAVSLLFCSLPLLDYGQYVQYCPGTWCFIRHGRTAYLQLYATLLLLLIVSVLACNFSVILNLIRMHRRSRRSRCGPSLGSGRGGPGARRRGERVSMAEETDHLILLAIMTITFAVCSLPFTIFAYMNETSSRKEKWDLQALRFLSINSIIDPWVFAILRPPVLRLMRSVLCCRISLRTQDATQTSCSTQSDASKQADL
p47phox inh – inhibitors of human p47phox binding | p47phox/p22phox peptide binding, fluorescence polarization, 2 h | inhibition, % at 24.7 µM | 0.53% of 220,000 active | P14598;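 active = inhibition above about 30%, limit read from the data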;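 also: 0% = p47phox with labelled peptide and 100% = labelled peptide alone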
Target sequence (P14598 whole entry, looked up): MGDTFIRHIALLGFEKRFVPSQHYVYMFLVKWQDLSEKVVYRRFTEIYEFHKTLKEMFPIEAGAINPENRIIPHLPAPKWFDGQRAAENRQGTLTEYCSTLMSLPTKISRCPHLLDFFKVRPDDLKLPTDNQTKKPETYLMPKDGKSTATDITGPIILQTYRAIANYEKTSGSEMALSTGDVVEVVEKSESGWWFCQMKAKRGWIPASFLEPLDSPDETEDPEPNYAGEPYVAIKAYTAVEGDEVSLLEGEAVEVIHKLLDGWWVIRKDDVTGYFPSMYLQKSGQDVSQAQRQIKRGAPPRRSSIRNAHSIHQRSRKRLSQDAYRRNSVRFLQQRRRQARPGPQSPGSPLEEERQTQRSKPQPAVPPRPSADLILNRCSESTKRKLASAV
TbHK1 inh – T. brucei hexokinase 1 inhibition. 0.11% of 220,000 active. AID 1430. recombinant TbHK1, G6PDH-coupled NADH A340. inhibition, % at 10 µM;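 active = inhibition of 50% or more in the single-dose primary screen; inactive = inhibition below 50%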
The depositor's hits bear a star; . = not tested or not shown; & = joins results of further samples; [ ] = remark or other dose.

SMILES	p97 ATPase inh	PPC-1+TRAIL kill	Ba/F3 V617F tox	BaF3 tox	RBBP9 inhibitor	Furin inh	PGE2 EP2 inh	p47phox inh	TbHK1 inh
Cc1ccc(CSC2=Nc3sccc3C3=NC(=O)CN23)cc1	6	32	-3	2	-1	-16[20 µM]	2	-6	-15
CC(=O)Nc1cccc(NC(=O)c2cc(C)on2)c1	3	16	-2	-2	-5	-17[20 µM]	9	-1	1
CC(C)CC1NC(=S)N(C2CCCCC2)C1=O (stereo not given)	-3	-11	1	6	-7	-13	10	-7	5
Cc1ccc(C(=O)CSc2nnnn2C(C)C)c(C)c1	-2	19	1	1	-8	-28[20 µM]	5	-2	-11
CC(C)(Oc1ccc(Cl)cc1)C(=O)Nc1ccncc1	-2	20	-2	-1	1	-14[20 µM]	15	-9	-2
Cc1ccc(C(=O)Nc2sc(Cc3ccc4c(c3)OCO4)c(C)c2C(N)=O)cc1	-2	8	1	12	0	-17	15	20	3
COc1ccc(Nc2nc(C(=O)N3CCc4ccccc4C3)cs2)cc1	-2	.	2	3	-6	-10	12	6	4
COc1ccc(-c2csc(Nc3ccccc3)[n+]2Cc2ccccc2)cc1	6	11	0	7	6	-26	9	-6	-2
O=S(=O)(c1ccc(-c2cc(C(F)(F)F)on2)s1)N1CCCC1	3	4	-1	2	-2	-4	9	-9	-2
O=C(Nc1ccccc1)N1CCNCC1	8	-3	-4	0	-1	-20	4	6	-5
Cc1ccc(CSC2=NCCN2S(=O)(=O)c2ccccc2)cc1	-1	16	1	7	-2	-35	7	-5	-3
O=C(c1ncc[nH]1)c1cccs1	1	18	1	2	-7	0	12	-6	-40
O=C1c2ccccc2NC(c2ccco2)N1/N=C/c1ccco1 (stereo not given)	3	27	-4	0	-8	-13	5	0	-20
COc1ccc(N(C)C(=O)c2onc3c2CCCC3)cc1	-10	-8	5	6	-5	-2	4	-2	-2
O=C(COC(=O)CNS(=O)(=O)c1ccccc1)NC12CC3CC(CC(C3)C1)C2	-5	8	2	5	-12	-6	4	-4	7
CCN(CC)C(=O)CN1CCC(n2c(C)nc3cc(C(F)(F)F)ccc32)CC1	-3	7	-2	2	-1	-13	11	-7	6
O=C(OCc1ccccc1)C1CCCN1C(=O)c1cccs1 (stereo not given)	8	-8	-2	0	-2	-12	9	-6	5
CCCN1C2=C(C(=O)CCC2)C(c2ccc(O)c(Br)c2)C2=C1CCCC2=O	3	7	0	-2	-7	-14[20 µM]	15	-4	1
C/C(=N\Nc1nc(N)cc(Cl)n1)c1ccc(Cl)c(Cl)c1	3	18	1	4	-4	-25	18	-8	-12
COc1ccc(C2=NOC(CNC(=O)c3ccccc3Br)C2)c(OC)c1 (stereo not given)	4	-17	1	2	-8	-21	6	-4	-2
CCC(C)c1ccc2oc(-c3ccc(NC(=O)Cn4cnc5c(=O)n(C)c(=O)n(C)c54)cc3)nc2c1 (stereo not given)	-8	15	5	6	-7	-9[20 µM]	16	-1	-31
O=C(CC(NS(=O)(=O)c1ccc(Cl)cc1)c1ccco1)N1CCc2ccccc21 (stereo not given)	-8	5	4	7	-6	-16[20 µM]	4	-133	-1
CCn1c(=O)c2cc(C(=O)Nc3cc(C)on3)sc2c2ccccc21	3	-2	1	6	-6	-6	.	20	-26
CCCCCSc1ncccc1C(=O)O	6	6	-3	-6	-2	-20	6	-6	4
COc1cc(OC)cc(C(=O)N2CCN(c3ncccn3)CC2)c1	-4	15	3	3	0	-1	12	-3	-1

(more compounds)
SMILES	p97 ATPase inh	PPC-1+TRAIL kill	Ba/F3 V617F tox	BaF3 tox	RBBP9 inhibitor	Furin inh	PGE2 EP2 inh	p47phox inh	TbHK1 inh
COC(=O)c1ccc(NC(=O)CSCc2ccccc2)cc1	-2	4	-1	4	-2	-17[20 µM]	13	-1	-6
CCOC(=O)c1nnn(-c2nonc2N)c1CNc1ccccc1	-4	14	2	6	-11	-13	8	-11	4
CC(NC(=O)CC1SC(N)=NC1=O)c1ccccc1 (stereo not given)	11	16	-1	0	1	-32	10&3	2	-4
COc1cccc(-c2cc(C(F)(F)F)nc(-n3cc(Cl)cn3)n2)c1	1	-14	-4	0	4	-15[20 µM]	6	-28	-13
CCN(CC)C(=O)CSc1nc(O)c(Cc2ccccc2)c(=O)n1-c1ccccc1C	5	4	-3	-1	-8	-5	8	-9	1
Cc1cccc(-c2noc(CN(C(=O)/C=C/c3ccccc3Cl)C(C)C)n2)c1	-9	21	4	8	-9	-5	10	-1	9
Clc1ccccc1-c1nc(-c2cccnc2)no1	0	24	-3	4	-7	-15[20 µM]	24	-5	4
O=C(N/N=C1\CC2CC=CC12)c1ccccc1Cl (stereo not given)	2	-1	1	3	2	-32	7	0	0
COc1ccc(NC(=O)CN2CCc3ccccc3C2)cc1S(=O)(=O)N1CCOCC1	-1	26	0	4	-3	4	5	-9	18
O=[N+]([O-])c1cc(S(=O)(=O)N2CCCC2)ccc1N/N=C/c1cccnc1	7	3	-4	-1	0	-12	11	15	13
N#C/C(=C(/O)COC(=O)c1ccc(Cl)c(S(=O)(=O)N2CCOCC2)c1)c1nc2ccccc2[nH]1	6	12	0	5	1	-8	6	-41	-8
Cc1ccccc1N1CCN(S(=O)(=O)c2ccccc2)CC1	-2	4	-3	-1	-2	-9[20 µM]	7	12	1
COC(=O)c1c(C)nn(-c2ccc(OC(F)(F)F)cc2)c1-c1snnc1C	-5	10	1	-2	-11	-26	7	-6	-13
COc1ccc(N(C(=O)c2cccc(OC)c2OC)C2C=CS(=O)(=O)C2)cc1 (stereo not given)	6	16	-2	-2	5	-16	13	6	-8
O=C(NCCO)c1cccc2c1C(=O)c1ccccc1-2	2	15	1	5	4	-24	2	-7	-7
Cn1c(=S)[nH]c(=O)c2ncc(=O)[nH]c21	0	16	-2	6	-7	4	2	-4	-45
CCOC(=O)c1nnn(-c2nonc2N)c1COc1ccccc1	1	5	2	8	9	-18	8	-19	0
COc1cc(OC)cc(-c2nnc(SCC(=O)Nc3ccc(C(=O)O)cc3)s2)c1	3	19	-1	10	-2	-28	11	-4	0
COC(=O)c1c(O)cc(C(C)(C)C)n(-c2ccccc2)c1=O	-2	8	2	6	-3	1	9	-9	-4
O=C(NC(=S)Nc1ccc(S(=O)(=O)Nc2nccs2)cc1)c1ccccc1F	-1	.	4	6	-9	-21	13	-5	9
O=C(NCc1ccc(OC(F)(F)F)cc1)C1CC(c2cccc(F)c2)=NO1 (stereo not given)	.	0	.	.	.	-21	-7	8	-14
CC(=O)Oc1cccc(/C=c2\sc3nc(-c4ccco4)nn3c2=O)c1	4	8	-5	-2	5	-12[20 µM]	10	-29	-1
O=C(NCc1ccccn1)c1ccc(=O)oc1	1	10	0	3	4	9	4	-6	-69
COc1ccccc1CNc1nc(-c2cc(C)n(C)c2C)cs1	2	2	4	5	-5	-8	8	46*	0
O=Nc1ccc(NOC(=O)c2ccc(Br)cc2)cc1	1	28	-2	-2	0	-21	15	-8	-5

The list goes on, starting with the last 6 of the part before.
SMILES	p97 ATPase inh	PPC-1+TRAIL kill	Ba/F3 V617F tox	BaF3 tox	RBBP9 inhibitor	Furin inh	PGE2 EP2 inh	p47phox inh	TbHK1 inh
O=C(NC(=S)Nc1ccc(S(=O)(=O)Nc2nccs2)cc1)c1ccccc1F	-1	.	4	6	-9	-21	13	-5	9
O=C(NCc1ccc(OC(F)(F)F)cc1)C1CC(c2cccc(F)c2)=NO1 (stereo not given)	.	0	.	.	.	-21	-7	8	-14
CC(=O)Oc1cccc(/C=c2\sc3nc(-c4ccco4)nn3c2=O)c1	4	8	-5	-2	5	-12[20 µM]	10	-29	-1
O=C(NCc1ccccn1)c1ccc(=O)oc1	1	10	0	3	4	9	4	-6	-69
COc1ccccc1CNc1nc(-c2cc(C)n(C)c2C)cs1	2	2	4	5	-5	-8	8	46*	0
O=Nc1ccc(NOC(=O)c2ccc(Br)cc2)cc1	1	28	-2	-2	0	-21	15	-8	-5
O=C(OCc1cc(-c2ccccc2)no1)c1ccc2ccccc2n1	2	10	-1	1	-3	-32	13	-20	0
Cc1c(N(C)C(=O)c2ccco2)c(=O)n(-c2ccccc2)n1C	-3	6	-1	1	-1	-22[20 µM]	9	-15	-2
CC1=C(C(=O)OCc2ccccc2)C(c2ccc([N+](=O)[O-])cc2)NC(=O)N1CCCCCC(=O)O (stereo not given)	3	-3	0	6	-6	-5	11	-9	-7
O=C(NCCCn1ccnc1)C(Cc1ccccc1)N1C(=O)c2ccccc2C1=O (stereo not given)	-5	8	-2	-1	-4	-25	5	-6	-3
O=C(COc1ccc(Cl)cc1)NCc1nnc(SCC(=O)NCC2CCCO2)o1 (stereo not given)	3	7	0	2	-7	-18	5	-10	2
Oc1ccc(Br)cc1CN1CCCCCCC1	3	-1	-2	5	-6	-20	5	-11	6
CN(C)/C=C(\C#N)C(=O)c1cccnc1Oc1cccc(F)c1	1	8	-1	-4	0	-17[20 µM]	7	-14	-15
O=C(COC(=O)C1CC(=O)N(Cc2ccccc2)C1)Nc1ccccc1F (stereo not given)	1	27	1	7	6	-7	1	-7	18
O=C(c1ccco1)N1CCN(S(=O)(=O)c2ccc(Oc3ccccc3)cc2)CC1	-10	8	2	1	-5	-12[20 µM]	4	-12	-5
O=C(O)Cc1ccc(NC(=S)Nc2ccc(Br)cc2Cl)cc1	3	10	-3	-3	6	-21	8	-16	1
CN(C)S(=O)(=O)c1ccc(C(=O)Nc2ccccc2[N+](=O)[O-])cc1	3	18	0	5	-3	-22	8	-1	35
CC1CCc2c(C(=O)NCc3cccnc3)csc2C1 (stereo not given)	2	21	-1	4	-8	-18	6	-6	5
O=C1CC(c2ccc(S(=O)(=O)NCc3ccccc3)cc2)CN1 (stereo not given)	1	31	-2	10	-8	-27	8	-7	0
CC(C)(C)NC(=O)CN(c1cccc([N+](=O)[O-])c1)S(=O)(=O)c1ccccc1	6	10	-2	7	-11	-19	10	5	2
O=C(CN1C(=O)CC(c2ccccc2)=Nc2ccccc21)NC1CCCCC1	2	-4	2	6	-7	-20[20 µM]	5	-7	-3
CCOC(=O)c1nn(-c2cccc(OC)c2)c2nc(CC)c(C#N)c(=O)n12	1	10	-3	3	-6	-11	12	2	3
COC(=O)C1CCN(C(c2ccc(OC)c(OC)c2)c2sc3nc(C)nn3c2O)CC1 (stereo not given)	.	-1	.	.	.	-15	12	12	-12
O=C(/C=C/c1ccc([N+](=O)[O-])cc1)c1cccnc1	5	28	-4	5	-15	-16	18	-5	-15
CSC1=NCCN1C(=O)c1c(-c2ccccc2Cl)noc1C	0	4	7	3	-5	0	16	-6	2
C=CCn1c(SCC(=O)c2ccc(F)cc2)nnc1-c1ccc2c(c1)OCO2	0	.	1	5	-2	-32	6	-10	-2
CCc1ccc(NC(=O)c2ccc(F)c(S(=O)(=O)NCC3COc4ccccc4O3)c2)cc1 (stereo not given)	7	29	-1	5	-31	-20	5	-13	1
Cc1cccc(-n2nc([N+](=O)[O-])c(=NC3CCN(Cc4ccccc4)CC3)n2O)c1	-1	16	6	10	1	-8	5	-13	-10
C=CCOc1ccc(/C(O)=C2\C(=O)C(=O)N(CCCOC)C2c2ccc(O)c(OC)c2)cc1 (stereo not given)	4	32	-1	7	-5	-19	6	-2	-10
CCOC(=O)C1=C(C)NC2=C(C(=O)CCC2)C1c1cn(Cc2ccc(Cl)cc2Cl)nc1-c1ccccc1 (stereo not given)	-1	23	0	1	-4	-21[20 µM]	.	-2	-9
Cc1cc(NC(=NC2CC2)c2ccccc2F)n(-c2ccccc2)n1	-3	2	4	4	-13	-22	5	-11	1

Some of the compounds tested; rates above refer to the full screens.
